Bioassay records (PubChem)
GPR151 activ: human GPR151 activation. AID 1508602. hit rate 1% among 650,000. PathHunter beta-arrestin GPR151 cells, luminescence. activation, % at 11.2 µM. Q8TDV0; in the data active = activation above about 4.9%;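 also: 0% = median of compound wells and 100% = cells with positive control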
Target sequence (Q8TDV0 whole entry, looked up): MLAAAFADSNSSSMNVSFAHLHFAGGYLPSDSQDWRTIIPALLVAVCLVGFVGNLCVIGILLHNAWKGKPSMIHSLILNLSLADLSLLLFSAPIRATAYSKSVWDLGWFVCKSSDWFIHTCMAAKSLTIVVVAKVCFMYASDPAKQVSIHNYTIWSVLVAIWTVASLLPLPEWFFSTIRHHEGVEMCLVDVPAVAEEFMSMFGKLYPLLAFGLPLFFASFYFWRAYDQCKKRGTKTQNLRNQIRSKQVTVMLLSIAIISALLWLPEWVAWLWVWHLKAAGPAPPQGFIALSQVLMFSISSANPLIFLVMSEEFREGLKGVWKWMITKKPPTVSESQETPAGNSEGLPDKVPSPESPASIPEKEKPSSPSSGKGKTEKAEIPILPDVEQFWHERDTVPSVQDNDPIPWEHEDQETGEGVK
FBW7 act: activators of human E3 ligase FBW7. Q969H0. AlphaScreen FBW7–phospho-cyclin E peptide binding, activator screen. normalized activity (activation), % at 26.1 µM. hit rate 0.13% among 650,000; in the data active = normalized activity above about 1.9%;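 also: purified mutant Fbw7 with reduced substrate affinity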
Target sequence (Q969H0 whole entry, looked up): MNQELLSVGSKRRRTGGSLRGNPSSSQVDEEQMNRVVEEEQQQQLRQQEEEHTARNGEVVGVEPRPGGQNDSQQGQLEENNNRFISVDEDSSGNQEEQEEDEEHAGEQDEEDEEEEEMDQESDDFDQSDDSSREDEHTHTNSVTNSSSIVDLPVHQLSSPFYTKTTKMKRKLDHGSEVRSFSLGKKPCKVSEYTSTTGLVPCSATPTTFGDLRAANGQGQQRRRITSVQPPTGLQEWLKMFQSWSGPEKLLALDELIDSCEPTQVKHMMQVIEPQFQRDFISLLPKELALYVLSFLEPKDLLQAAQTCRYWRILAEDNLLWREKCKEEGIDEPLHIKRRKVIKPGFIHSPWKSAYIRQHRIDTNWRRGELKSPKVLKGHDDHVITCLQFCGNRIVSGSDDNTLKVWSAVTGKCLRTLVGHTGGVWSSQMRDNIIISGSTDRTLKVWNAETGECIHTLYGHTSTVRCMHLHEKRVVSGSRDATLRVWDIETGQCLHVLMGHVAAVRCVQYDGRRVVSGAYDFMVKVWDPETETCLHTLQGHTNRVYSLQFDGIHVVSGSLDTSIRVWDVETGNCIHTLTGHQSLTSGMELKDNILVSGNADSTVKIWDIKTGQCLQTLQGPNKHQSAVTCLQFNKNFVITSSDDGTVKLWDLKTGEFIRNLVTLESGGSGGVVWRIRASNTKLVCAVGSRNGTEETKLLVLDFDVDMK
TEAD-YAP block: TEAD-YAP interaction inhibition; HEK-TIYL cells, TEAD-Gal4/YAP UAS-luciferase luminescence; inhibition, % at 9.12 µM; hit rate 1.4% among 640,000; AID 1259422; in the data active = inhibition above about 32%;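 also: 0% = median of test compound wells and 100% = reference inhibitor wells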
MITF primary: inhibitors of human MITF; O75030; AlphaScreen MITF homodimerization, bead proximity signal; inhibition, % at 2.6 µM; hit rate 0.91% among 650,000; in the data active = inhibition above about 50%;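 also: 0% = vehicle wells with protein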
Active calls of the source: *; & = joins results of further samples.

Order of results: GPR151 activ, FBW7 act, TEAD-YAP block, MITF primary
- O=C1NC(=O)/C(=C/c2ccccc2OCc2ccccc2)S1
→ 0.5, 0.1, -2.6, 10.9
- Cc1ccc(-n2cnc3cc(C(=O)NCc4ccc(F)cc4)ccc32)cc1Cl
→ 5.9*, -0.2, -2.1, 0.1
- O=C(CSc1nc2ccsc2c(=O)n1-c1ccccc1)NCC1CCCO1 (centres undefined)
→ 0.7, 0.0, -4.9, 7.3
- COc1ccc(C2=NN(c3nc(-c4ccc(Cl)cc4)cs3)C(c3ccc(Cl)cc3Cl)C2)cc1F (centres undefined)
→ 0.5, -0.1, 9.6, -5.6
- COCCCNC(=O)Cn1nnc(-c2ccccc2NC(=O)c2ccccc2OC)n1
→ 0.3, -0.2, 7.5, -31.6
- O=C(CSc1nc2ccccc2c(=O)n1CCc1ccccc1)c1ccccc1
→ -0.4, 0.1, 7.6, 17.2
- COc1ccc(-c2c(F)c(F)c(F)c(F)c2C(=O)O)cc1
→ -1.1, 0.0, -6.6, -4.8
- O=C(O)CCCN1C(=O)/C(=C/c2ccccc2F)SC1=S
→ 1.5, 0.3, 54.2*, 12.0
- Cc1cc(S(=O)(=O)N2CCCCCC2)c(C)cc1Br
→ 0.0, 0.2, -4.2, 3.0
- N#CCSc1nc2ccccc2c(=O)n1CCC(=O)NC1CCCCC1
→ -0.8, 0.9, 4.0, 4.5
- COc1ccc(-n2c(SCC(=O)Nc3nnc(C)s3)nnc2-c2ccoc2C)cc1
→ 1.0, 0.1, -5.1, -2.0
- O=C(/C=C/c1ccc(F)cc1)N1CCc2ccccc21
→ -4.0, 0.1, 55.9*, -2.2
- CCN(C(=O)C1Cc2ccccc2CN1S(=O)(=O)c1ccc(OC)cc1)c1ccccc1 (centres undefined)
→ 0.3, 0.1, 3.5, 18.1
- CCN(CC)c1ccc(NC(=O)C(CC(C)C)N2C(=O)c3ccccc3C2=O)cc1 (centres undefined)
→ -0.3, -0.2, -0.1, 7.4
- N#C/C(=C/c1cn(CCC(N)=O)c2ccccc12)c1ccc(C#N)cc1
→ 0.6, -0.2, 28.0, -2.4
- Cc1ccc([N+](=O)[O-])c(OCCON2C(=O)CCC2=O)c1
→ 0.6, -0.1, -7.4, 13.5
- CCn1c(SCc2c(C)ccc3ccccc23)nc2c1c(=O)n(C)c(=O)n2C
→ -0.9, -0.1, -1.7, -1.7
- COc1ccc(OC(C)C(=O)Nc2cccc(F)c2)cc1 (centres undefined)
→ 0.2, 0.0, -5.5, -2.7
- CC(=O)N1CCOc2cc(S(=O)(=O)N3CCCCCC3)ccc21
→ -1.3, 0.2, 7.5, -4.9
- CCOC(=O)c1c(NC(=O)CSc2nnc(CNC(=O)c3ccc(C)c([N+](=O)[O-])c3)n2-c2cccc(C)c2)sc2c1CCCC2
→ 0.6, 0.1, 0.4, 9.5
- Cc1ccc(OCC(=O)Nc2cc(C)on2)c([N+](=O)[O-])n1
→ 0.9, -0.1, -17.5, 10.7
- COc1ccc(NC(=O)C2CC(=O)OC23CCCCC3)cc1 (centres undefined)
→ 4.2, 0.0, -5.4, -1.5
- O=C(CCC(=O)Nc1ccccc1)NNC(=O)Nc1ccccc1
→ -1.1, 0.1, -4.5, -2.4
- COCCCNC(=S)Nc1ccccc1C
→ 1.9, -0.1, -9.4, 0.6
- Fc1cccc(Cl)c1C1C=C(c2ccc(Br)cc2)Nc2nnnn21 (centres undefined)
→ -0.2, 0.0, -9.9, -2.2
- COCCCNc1nc2ccccc2n(CC(=O)N2CCCCCC2)c1=O
→ 0.6, 0.1, 2.6, 2.9
- C=CCNc1nc(-c2cccnc2)cs1
→ -0.6, -0.1, -25.4, 6.8
- COc1cccc(C2CC(c3ccc(Br)cc3)=NN2c2cccc(Cl)c2)c1 (centres undefined)
→ 0.3, 0.2, 2.0, -20.2
- Nc1nonc1-n1nnc(C(=O)N/N=C/c2cc([N+](=O)[O-])ccc2O)c1-c1ccccc1
→ 0.2, -0.3, 8.3, 7.5
- NC(=O)COc1ccc(-c2noc(COc3ccc([N+](=O)[O-])cc3)n2)cc1
→ -0.1, 0.0, 0.2, 14.8

As entered above.
NC(=O)COc1ccc(-c2noc(COc3ccc([N+](=O)[O-])cc3)n2)cc1 in MITF primary is listed with 14.8
O=C(O)CCCN1C(=O)/C(=C/c2ccccc2F)SC1=S in GPR151 activ is listed with 1.5

Later entries
Order of results: GPR151 activ, FBW7 act, TEAD-YAP block, MITF primary
- COC(=O)c1sccc1NC(=S)Nc1cc(C)cc(C)c1
→ -0.9, -0.1, 10.8, 12.1
- O=C(CSc1nnc(NC(=O)c2ccc(F)cc2)s1)NC1CCCC1
→ 0.4, -0.1, 0.5, -16.8
- Cc1cccc(OC(=O)/C=C/c2ccc(Cl)cc2Cl)c1
→ 0.0, 0.0, 5.7, -2.1
- Cc1cc(C)nc(/N=C(\N)Nc2ccc3ncccc3c2)n1
→ 0.5, -0.1, -14.5, -0.8
- CC(C)N1CC2=C(OC(N)=C(C#N)C2c2cccs2)/C(=C/c2cccs2)C1 (centres undefined)
→ -1.2, 0.0, 14.1, 4.6
- Cc1cccc(Nc2nnc(SCC(=O)N3CC(C)OC(C)C3)s2)c1 (centres undefined)
→ 0.5, -0.1, -3.9, -4.6
- O=C(NCc1ccc2c(c1)OCO2)c1ccc2c(=O)n(-c3ccc(F)c(Cl)c3)c(=S)[nH]c2c1
→ 1.4, 0.1, -0.8, 9.6
- CC1(c2ccccc2)NC(=O)N(CC(=O)N2CCc3ccccc32)C1=O (centres undefined)
→ 1.6, 0.3, -8.7, 8.5
- CCn1cc(C(=O)OCC(=O)c2ccccc2)c(=O)c2ccc(C)nc21
→ 0.6, 0.1, 13.4, 14.3
- C/C(CC(=O)NC1CCCCC1)=N\NC(=O)c1cccnc1
→ 0.3, -0.2, -15.9, -15.0
- Cc1ccc(C)c(OCC(=O)Nc2ccc(I)cc2)c1
→ 0.6, 0.1, -12.8, -10.0
- CCOc1cc(C2CC(=O)NC3=C2C(=O)CC(c2cccs2)C3)ccc1O (centres undefined)
→ -0.9, 0.0, 1.1, 22.7
- C=CCS(=O)(=O)N1CCCC(N2CCN(c3ccccc3OC)CC2)C1 (centres undefined)
→ 1.7, 0.1, -1.5, 12.5
- Nn1c(COc2cccc(Br)c2)nnc1SCC(=O)N1CCCCC1
→ 0.6, 0.1, 8.1, 3.0
- C/C=C/c1ccc(OCCn2cnc3ccccc3c2=O)c(OC)c1
→ -3.6, 0.3, -45.8, 5.4
- CN(C)C(=O)CSc1nc2ccccc2n1CC(=O)N1CCN(c2ccccc2)CC1
→ 0.3, -0.1, 8.5, -9.5
- O=C(c1ccccc1)N1c2ccccc2-c2ccccc2S1(=O)=O
→ 3.0, -0.1, 1.6, 12.3
- COC(=O)c1sc(NC(=O)/C=C/c2ccccc2Cl)nc1C
→ 0.2, -0.1, -3.4, -2.4
- CCOc1ccc2nc(Cl)c(CN(Cc3cccs3)C(=O)c3cnccn3)cc2c1
→ 0.1, -0.1, 10.9, 3.9
- COc1ccc(CN2C(=O)C(=O)c3cc(Br)ccc32)cc1OC
→ 0.4, -0.1, 24.2, -2.4
- N#C/C(=C(/O)CN1CCOCC1)c1nc(-c2ccccc2)cs1
→ -0.1, 0.0, -11.0, 4.2
- CCc1nc(SCc2ccc(OC)c(Br)c2)n[nH]1
→ 2.3, 0.7, -12.2, 9.6
- COc1nc(NCCc2ccc(OC)c(OC)c2)nc(OC)n1
→ 0.0, 0.3, 10.6, 7.7
- O=C(c1cnn(Cc2ccccc2)c1)N1CCCC(N2CCN(c3ccccc3)CC2)C1 (centres undefined)
→ 0.3, 0.2, 2.6, -0.5
- COc1cccc(-n2nnc3c(=O)n(CC(=O)Nc4ccccc4OC)cnc32)c1
→ 0.9, 0.0, 5.8, -1.8
- Cc1c(Cl)cccc1NC(=O)c1sc2nc3c(c(-c4ccco4)c2c1N)CCC3
→ 0.8, 1.3, 21.7, -5.9
- C=CCC(=O)N1CCC(n2nccc2NC(=O)Nc2ccccc2OC)CC1
→ -0.4, 0.7, -12.7, 15.0
- O=C(NC1CCCC1)C(c1cccnc1)N(C(=O)c1csnn1)c1ccccc1F (centres undefined)
→ 3.3, 0.0, -4.9, 7.8
- COC(=O)c1ccc(NC(=O)CSc2nc3sc4c(c3c(=O)n2-c2ccc(Cl)cn2)CCCC4)cc1
→ -0.3, 0.2, -6.3, 9.1
- O=C(Nc1ccccc1I)Nc1cccc2ccccc12
→ -0.6, -0.2, -4.6, -4.9

Only TEAD-YAP block, for some of the entries so far:
| Molecule | TEAD-YAP block |
| --- | --- |
| CCc1nc(SCc2ccc(OC)c(Br)c2)n[nH]1 | -12.2 |
| COc1nc(NCCc2ccc(OC)c(OC)c2)nc(OC)n1 | 10.6 |
| O=C(c1cnn(Cc2ccccc2)c1)N1CCCC(N2CCN(c3ccccc3)CC2)C1 (centres undefined) | 2.6 |
| COc1cccc(-n2nnc3c(=O)n(CC(=O)Nc4ccccc4OC)cnc32)c1 | 5.8 |
| Cc1c(Cl)cccc1NC(=O)c1sc2nc3c(c(-c4ccco4)c2c1N)CCC3 | 21.7 |

(list continues)
Order of results: GPR151 activ, FBW7 act, TEAD-YAP block, MITF primary
- CC(C)NC(=O)c1sccc1S(=O)(=O)N1CCN(c2ccccc2F)CC1
→ 0.5, 0.0, 1.8, 10.5
- Cc1ccc(CNC(=O)CSc2nc(NCC3CCCO3)c3ccccc3n2)cc1 (centres undefined)
→ 0.8, 0.2, 2.9, 36.6
- COC(=O)c1c(NC(=O)c2cc3nc(-c4ccc(OC)cc4)cc(C(F)(F)F)n3n2)sc2c1CCCC2
→ 1.5, -0.1, 5.8, -6.5
- Cc1cc(C)nc(/N=C(\N)Nc2ccccc2Cl)n1
→ 0.1, 0.0, 3.3, -4.8
- Cc1ccc(N2CN=c3s/c(=C4\C(=O)Nc5ccccc54)c(=O)n3C2)cc1C
→ -0.1, -0.3, -27.6, -3.2
- CCCCCCOc1ccc(NC(=O)C2CC(=O)NC(=Nc3ccccc3)S2)cc1 (centres undefined)
→ -0.4, 0.1, -2.8, -19.2
- C=C(C)CSc1nc2sc3c(c2c(=O)n1-c1ccccc1)CC(C(C)C)OC3 (centres undefined)
→ -0.7, 0.3, 4.9, -1.0
- Brc1ccc2nc(-n3nnc4ccccc43)nc(-c3ccccc3)c2c1
→ 0.0, -0.1, -0.3, 12.9
- Cc1ccc(N2CC(C(=O)NCC(C)O)CC2=O)cc1 (centres undefined)
→ 1.4, -0.2, 0.6, 0.2
- COc1cccc(NS(=O)(=O)c2cc(F)ccc2CN2C(=O)c3cccnc3C2=O)c1
→ 2.9, 0.0, -4.2, 18.4
- CCOc1ccc2c(c1)CC(c1nc3c(F)cc(-c4cn[nH]c4)cc3[nH]1)CO2 (centres undefined)
→ -1.9, 0.0, -14.9, 6.0
- C=CCOc1ccc(/C(O)=C2\C(=O)C(=O)N(c3nc(C)c(C(=O)OC)s3)C2c2ccc(OC)c(OC)c2)c(C)c1 (centres undefined)
→ -0.6, -0.1, -2.1, -4.2
- COc1ccccc1C(=O)NNC(=O)c1ccccc1[N+](=O)[O-]
→ -1.2, -0.1, 5.2, -2.0
- COC(=O)c1ccc(C(=S)NC2CC(C)(C)NC(C)(C)C2)cc1
→ -1.0, -0.1, 3.5, -1.0
- CCOc1ccccc1NC(=O)CCNC(=O)c1cn(-c2cccc(OC)c2)c(=O)c2ccccc12
→ 0.1, 0.3, -3.9, 19.4
- Cc1ccccc1NC(=O)NC(=O)N(C)S(C)(=O)=O
→ 1.7, -0.1, 12.8, -0.2
- O=C(CN1CCC(O)(c2ccccn2)CC1)NCc1ccc2c(c1)OCO2
→ -1.2, 1.2, 1.3, 6.2
- CCC(C(=O)NCCC(C)C)N(C(=O)c1snc(C(N)=O)c1N)c1ccccc1F (centres undefined)
→ -1.1, 0.2, 1.8, 10.9
- CCCCCCCCCCCC1=C(O)C(=O)C=C(O)C1=O
→ -1.8&-0.7, 0.1&-0.1, -5.3, 3.0&-22.5
- CC12CCC(C(=O)N(c3ccccc3)C1=O)C2(C)C (centres undefined)
→ 1.5, -0.2, -12.8, -4.8
- CCCCOC(=O)c1cccc(NC(=O)c2ccccc2C)c1
→ -0.6, 0.6, -1.4, 1.7
- CC1CCN(C(=O)Cn2nnc(-c3ccccc3)n2)CC1
→ -0.7, -0.1, -40.1, 17.2
- COc1ccc(NC(=O)c2cccc(N3C(=O)C4CCC(C)CC4C3=O)c2)cc1 (centres undefined)
→ -0.2, 0.1, 0.9, 35.1
- COc1ccc(N2C(=O)NC(=O)/C(=C\c3c(OC)cc(OC)cc3OC)C2=O)cc1
→ -1.1, 0.1, 1.7, 15.8
- CC(C)(C)CN1CCNC(=O)C1CC(=O)NCCN1CCCc2ccccc21 (centres undefined)
→ 0.0, 0.3, 8.1, -1.4
- COc1ccccc1/C=C1\N=C(c2ccc(-c3ccccc3)cc2)OC1=O
→ -0.7, 0.0, 3.0, 10.3
- COc1ccc(-n2c(=S)[nH]c3cc(C(=O)NC4CCCC(C)C4C)ccc3c2=O)c(OC)c1 (centres undefined)
→ -1.9, -0.1, 16.7, -1.0
- COc1ccc(-c2nnc(SCC(=O)Nc3ccc(F)c([N+](=O)[O-])c3)n2-c2ccccc2)cc1OC
→ -0.1, -0.1, 4.4, 12.6
- COc1ccc(NC(=O)c2ccc(F)c3ccccc23)c(OC)c1
→ 0.4, -0.2, -4.1, 2.2
- CC(=O)c1ccc(OCc2cc(C(=O)NCC(F)(F)F)no2)cc1
→ -1.8, 0.1, -48.9, 1.9
- CNc1oc(C)nc1S(=O)(=O)c1ccc(C)cc1
→ 0.1, 0.0, 8.9, 15.9
- COc1ccc(C(=O)Nc2ccc3oc(-c4cccnc4)nc3c2)cc1
→ 0.0, 0.0, -5.7, 5.0
- O=C(Cn1c2ccccc2c(=O)c2ccccc21)Nc1ccccc1Cl
→ 2.9, 0.0, -1.9, 8.5
